Screening data (PubChem BioAssay)
Rac1 GTP hydrolysis = MgcRacGAP GTPase-activating activity inhibitors, confirmation, biochemical, ADP Hunter fluorescence. Rac GTPase-activating protein 1 (Homo sapiens). MgcRacGAP-stimulated Rac1 GTP hydrolysis, ADP Hunter fluorescence; higher % means a stronger effect; GST-tagged Rac1 F28L mutant substrate. one-dose inhibition, % at 30 µM; IC50 in µM for titrated hits. 0.6% of 340,000 active. AID 624330, 2012;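 active = first-screen hits whose inhibition reached a set limit at any dose in the follow-up dose series; inconclusive = inhibition above the set first-screen limit but never retested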;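 also: fluorescence reports GDP produced by GAP-driven GTP hydrolysis; strong numbers were not always called active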
Salmonella PhoP GFP = inhibitors of PhoP regulon expression, primary screen, Salmonella Typhimurium, GFP reporter (AID 1863) | S. Typhimurium PhoP-regulated promoter GFP reporter, 4 h; higher % means a stronger effect | inhibition, % at 50 µM; hits with a dose series show IC50 in µM | 0.16% of 300,000 active;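 active = inhibition over 29.93%, a cutoff 3 SD above the screen mean, later confirmed by dose response; inconclusive = inhibition over 29.93% but no dose response follow-up; inactive = inhibition at most 29.93% or unconfirmed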;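 also: 0% = low Mg2+ inducing control and 100% = high Mg2+ repressing control; strong numbers were not always called active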
WT yeast gro inh = growth inhibition of WT strain, primary screen, mitochondrial fusion inhibitor project, WT and mutant strains, chemical genetic; AID 1362, 2008; inhibition, % at 10 µM; mitochondrial fusion phenotypic screen; 2.1% of 190,000 active; in the data active = inhibition above about 58%; tested in S. cerevisiae
West Nile antiviral = West Nile virus antiviral activity, cell-based, CPE readout (AID 1621) | West Nile virus-infected cells, CPE inhibition; higher % means a stronger effect | CPE inhibition, % at 10 µM; hits with a dose series show IC50 in µM | 0.02% of 290,000 active; in the data active = a potency from the dose series; inconclusive = CPE inhibition mostly from about 3.7% at the one dose, without a potency; inactive = the rest, 99 in 100 with CPE inhibition below about 2.2%; also: strong numbers were not always called active
RSV CPE inhibition = RSV antiviral activity via CPE protection, HEp-2 cells, primary 10 µM value included (AID 2391) | HEp-2 cells, RSV-induced CPE inhibition; higher % means a stronger effect | CPE inhibition, % at 10 µM; hits with a dose series show IC50 in µM | 0.13% of 310,000 active; in the data active = a potency from the dose series; inconclusive = CPE inhibition mostly from about 23% at the one dose, without a potency; inactive = the rest, 99 in 100 with CPE inhibition below about 21%; also: strong numbers were not always called active
T cell HTS = modulators of CD8 T cell-vesicle binding, primary screen, mouse 2C CD8+ T cells, flow cytometry; calls only at 7 µM; 0.068% of 330,000 active; 2C CD8+ T cell-vesicle binding; active compounds read low;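 active = response, share of CD8 T cells binding vesicles, and their 90th percentile fluorescence all below set limits, cut at about 80% in these data, passing the limit was not always enough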
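Material: murine 2C transgenic CD8+ T lymphocytes / Also added: QL9-peptide-loaded Drosophila micro-vesicles bearing Ld, ICAM-1 and B7-1 / Schedule: binding step 1.5 h, 37 °C, antibody labelling 20 min, ice / Signal: flow cytometry, PE anti-B7-1 (FL2) versus Alexa647 anti-CD8 (FL8), PFA-fixed / Evaluation: percent CD8+ FL2 mean versus row control / Benchmarks: naked versus QL9-loaded vesicles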
SV40 large T antigen = SV40 large T antigen inhibitors, biochemical (AID 1903). inhibition, % at 20 µM, or IC50 in µM where a hit was titrated. SV40 large T antigen ATPase/helicase inhibition assay; higher % means a stronger effect. 0.39% of 310,000 active; in the data active = a potency from the dose series; inconclusive = inhibition mostly from about 32% at the one dose, without a potency; inactive = the rest, 99 in 100 with inhibition below about 32%; also: strong numbers were not always called active
Myeloid diff 2 = induction of myeloid progenitor differentiation, primary screen, cell-based, flow cytometry, MLPCN library; calls only at 10 µM; AID 624256, 2012; ER-HoxA9 myeloid progenitors, lysozyme-GFP differentiation; 1% of 360,000 active;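 active = normalized GFP-positive differentiation at or above the plate's own cutoff, the solvent-only control mean plus 3 SD; inconclusive = no clear call, values can overlap the other calls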;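 also: cells exposed to compound for four days before flow analysis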
bCat nuc transl = modulators of beta-catenin nuclear translocation, primary screen, imaging, HeLa cells, immunofluorescence, high-content; 0.3% of 190,000 active; AID 1665, 2009; nuclear translocation activity, % at 5 µM;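 active = nuclear translocation activity above 50% at 5 µM, with a well cell count of 50 or more; inconclusive = wells under 50 cells across six images, flagged as toxic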;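 also: per-cell ratio of nuclear to cytoplasmic median beta-catenin stain intensity; plate controls were DMSO negative control for no effect and GSK-3 inhibitor IX positive control for full effect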
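assay system = human HeLa cells, endogenous beta-catenin | times = compound treatment 24 h, 37°C, 5% CO2 | detection = Anti-beta-catenin immunofluorescence on PFA-fixed, Triton-permeabilized cells, DAPI nuclei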
WT yeast gro inh mutant strain = recorded beside WT yeast gro inh, whose call it bears; inhibition, %; mitochondrial fusion phenotypic screen, mutant strain inhibition
bCat nuc transl cell count 5 µM = further read-out of bCat nuc transl, marked with its call; cell count; measured here: cell count, cytotoxicity flag
T cell HTS vesicle-bound % = second read-out of T cell HTS, no call of its own (marks repeat the call); double positive events, %; measured here: CD8+ vesicle-bound cell fraction;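 binding gate set so that unloaded-vesicle control wells show 10% double positive cells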
Myeloid diff 2 GFP+ MAC1+ % = further read-out of Myeloid diff 2, marked with its call; GFP+ MAC1+ double positive, %; measured here: differentiation confirmed by MAC1 staining
* hit, by the source's call; i = inactive; ? = inconclusive; . = not tested or not shown.

cpd	SMILES	Rac1 GTP hydrolysis	Salmonella PhoP GFP	WT yeast gro inh	WT yeast gro inh mutant strain	West Nile antiviral	RSV CPE inhibition	T cell HTS	T cell HTS vesicle-bound %	SV40 large T antigen	Myeloid diff 2	Myeloid diff 2 GFP+ MAC1+ %	bCat nuc transl	bCat nuc transl cell count 5 µM
1	Cc1cccc(NC(=O)CCc2nnc3ccc(N4CCC(C)CC4)nn23)n1	7.6%	-4.1%	.	.	0.0%	0.6%	i	38.9	6.5%	i	5.1	.	.
2	CC(=O)OCCc1[nH]c2ccccc2c1C	4.8%	-8.1%	.	.	-0.3%	11.0%	i	15.1	14.3%	i	1.3	.	.
3	CCCCn1c(SCC(=O)OCC)nc2c(sc(=S)n2-c2ccccc2OC)c1=O	6.0%	11.0%	.	.	?	5.0%	i	22.4	2.2%	i	0.2	.	.
4	CC(=O)OCC1=C(C(=O)O)N2C(=O)C(NC(=O)c3ccc(COc4cccc(Cl)c4Cl)o3)C2SC1 (centres undefined)	11.0%	-17.9%	-2.0	-30.9	-0.9%	1.8%	i	26.2	23.9%	i	0.2	0.8	1066
5	COc1ccc(C(CCN2CCCC(C)C2)c2c(OC)cc(OC)c3c(-c4ccccc4)cc(=O)oc23)cc1 (centres undefined)	7.7%	2.9%	.	.	-0.1%	-3.8%	i	36.7	6.7%	i	8.1	-1.6	1135
6	CCOC(=O)c1c(NC(=O)C(=O)N/N=C/c2ccccc2O)sc2c1CCCCC2	4.3%	15.5%	-2.0	3.3	-0.3%	9.6%	i	10.9	-5.2%	.	.	-1.0	1164
7	O=[N+]([O-])c1ccccc1S(=O)(=O)NCCc1ccncc1	3.5%	11.4%	-2.9	-7.8	-0.7%	-0.3%	i	65.8	3.2%	i	0.3	-0.3	1112
8	O=C(O)CCC(=O)N1CCc2cc(S(=O)(=O)NCc3ccc(Cl)cc3)ccc21	-3.4%	-3.5%	.	.	-0.1%	1.4%	i	25.8	7.9%	?	.	.	.
9	Nc1nc(SC23CC4CC(CC(C4)C2)C3)ns1	3.6%	-3.2%	.	.	0.3%	0.8%	i	14.6	16.8%	i	0.2	0.7	1336
10	COc1cc(CNCc2ccc(OC)c(OC)c2OC)cc(OC)c1	15.6%	6.5%	-5.5	-2.1	-1.7%	-0.8%	i	30.3	5.3%	i	12.0	-0.6	724
11	O=C(NC1CCCCC1)c1cccnc1Sc1ccccc1Cl	2.4%	5.1%	.	.	-0.7%	2.6%	i	30.9	5.0%	i	0.6	.	.
12	C=CCn1c(SCC(=O)c2ccc(O)c(O)c2)nnc1-c1ccc(C)cc1	24.7%	.	.	.	.	2.1%	i	38.3	.	i	1.2	.	.
13	OCCC1CN(Cc2ccc3c(c2)CCO3)CCN1Cc1ccc(F)cc1 (centres undefined)	7.2%	-6.6%	2.5	6.7	-0.8%	0.0%	i	58.2	3.6%	i	0.7	0.0	982
14	CN(CC(=O)Nc1ccc(F)c(F)c1F)C(=O)C1CCN(C(=O)Nc2ccccc2)CC1	5.4%	-3.6%	.	.	.	-1.9%	i	31.6	6.6%	i	0.9	.	.
15	CCc1ccc(CNc2ccc3c(c2)ncn3C)cc1	?	4.1%	12.9	2.2	-0.3%	0.7%	i	40.8	22.1%	i	0.8	-3.7	992
16	COC(=O)C1=C(N)c2c(F)cccc2C1(C#N)c1ccccc1 (centres undefined)	14.2%	-5.0%	-18.8	-2.6	-0.1%	3.5%	i	58.8	14.0%	i	1.6	.	.
17	COc1ccccc1OCC(=O)NNC(=O)Nc1ccc(Cl)cc1	6.5%	-3.0%	-7.9	7.2	-0.1%	1.9%	i	60.6	8.3%	i	0.4	-3.8	1050
18	CCOC(=O)N1CCN(C(=O)c2cn(CC)c3ccc(S(=O)(=O)N4CCC(C)CC4)cc3c2=O)CC1	7.1%	8.6%	0.7	-8.7	.	0.1%	i	41.1	0.1%	i	0.2	1.3	1113
19	CC1(C)S[C@@H]2[C@H](NC(=O)COc3ccccc3)C(=O)N2C1C(=O)OCc1ccccc1 (some centres undefined)	8.6%	-4.5%	.	.	0.0%	-0.7%	i	19.0	9.4%	i	1.3	.	.
20	CCn1cc(/C=N/O)c(C)n1	0.2%	2.8%	-5.2	-1.8	0.1%	0.6%	i	36.4	1.7%	i	1.0	0.2	1097
21	CNS(=O)(=O)c1cccc(C(=O)NC2CCCc3ccccc32)c1 (centres undefined)	-6.4%	4.7%	.	.	-0.1%	-0.4%	i	20.7	-5.3%	i	0.9	.	.
22	CC1=C(C)CC(C(=O)NCCCN2CCCC2=O)C(C(=O)O)C1 (centres undefined)	6.1%	-3.2%	.	.	-0.3%	1.8%	i	17.1	16.9%	i	0.9	.	.
23	CCNC(=S)NNC(=O)c1ccccc1Cl	6.2%	8.0%	18.9	-1.0	-0.2%	1.5%	i	42.2	0.5%	i	0.2	.	.
24	Cc1cccc(C)c1NC(=O)N1CCN(c2nc3ccccc3s2)CC1	9.4%	1.5%	9.2	4.1	-1.3%	3.0%	i	15.5	8.5%	i	0.5	-2.0	1063
25	CC(C)CC(=O)N1CCN(c2ccc(NC(=O)c3ccco3)cc2)CC1	9.7%	-9.2%	.	.	-0.1%	1.4%	i	34.2	28.8%	i	0.5	.	.
26	O=C(CCc1ccccc1)Nc1ccc(NC(=O)C2CC2)nc1	-2.3%	-0.4%	-17.5	-10.9	-0.2%	0.5%	i	61.1	10.5%	i	0.9	.	.
27	CCc1noc(C)c1C(=O)N1CCN(S(=O)(=O)c2ccc(C(C)=O)cc2)CC1	6.0%	-5.4%	.	.	.	1.6%	i	41.6	6.4%	i	0.3	.	.
28	CCOc1ccccc1N1CC(C(=O)Nc2cc(Cl)ccc2C)CC1=O (centres undefined)	-1.6%	-5.2%	.	.	-0.7%	2.5%	i	28.8	12.4%	i	1.2	.	.
29	CCC(C)(C)C1CCC2(CC1)NC(CO)(CO)CO2 (centres undefined)	9.9%	0.3%	-1.1	-23.8	1.5%	2.0%	i	58.8	-3.0%	i	0.9	-0.8	1128
30	CCCOc1ccccc1NC(=O)c1ccc([N+](=O)[O-])cc1	-4.6%	2.8%	9.9	2.7	-0.6%	2.6%	i	13.3	12.0%	i	0.8	.	.
31	O=C(CCC1CCN(C(=O)c2cc(C(F)(F)F)ccc2Cl)CC1)NC1CC1	3.3%	10.2%	.	.	-0.8%	3.8%	i	14.2	-0.8%	i	3.0	.	.
32	CC(=O)NCCC(=O)Nc1nc(-c2ccc3c(c2)OCCO3)cs1	3.2%	-1.9%	.	.	-0.4%	1.0%	i	19.7	-1.2%	i	1.8	.	.

Some of the entries so far, with values under each structure:
The line under a structure holds: Rac1 GTP hydrolysis | Salmonella PhoP GFP | WT yeast gro inh | WT yeast gro inh mutant strain | West Nile antiviral | RSV CPE inhibition | T cell HTS | T cell HTS vesicle-bound % | SV40 large T antigen | Myeloid diff 2 | Myeloid diff 2 GFP+ MAC1+ % | bCat nuc transl | bCat nuc transl cell count 5 µM
27	CCc1noc(C)c1C(=O)N1CCN(S(=O)(=O)c2ccc(C(C)=O)cc2)CC1
→ 6.0% | -5.4% | . | . | . | 1.6% | i | 41.6 | 6.4% | i | 0.3 | . | .
28	CCOc1ccccc1N1CC(C(=O)Nc2cc(Cl)ccc2C)CC1=O (centres undefined)
→ -1.6% | -5.2% | . | . | -0.7% | 2.5% | i | 28.8 | 12.4% | i | 1.2 | . | .
29	CCC(C)(C)C1CCC2(CC1)NC(CO)(CO)CO2 (centres undefined)
→ 9.9% | 0.3% | -1.1 | -23.8 | 1.5% | 2.0% | i | 58.8 | -3.0% | i | 0.9 | -0.8 | 1128
30	CCCOc1ccccc1NC(=O)c1ccc([N+](=O)[O-])cc1
→ -4.6% | 2.8% | 9.9 | 2.7 | -0.6% | 2.6% | i | 13.3 | 12.0% | i | 0.8 | . | .
31	O=C(CCC1CCN(C(=O)c2cc(C(F)(F)F)ccc2Cl)CC1)NC1CC1
→ 3.3% | 10.2% | . | . | -0.8% | 3.8% | i | 14.2 | -0.8% | i | 3.0 | . | .
32	CC(=O)NCCC(=O)Nc1nc(-c2ccc3c(c2)OCCO3)cs1
→ 3.2% | -1.9% | . | . | -0.4% | 1.0% | i | 19.7 | -1.2% | i | 1.8 | . | .

Other structures follow.
cpd	SMILES	Rac1 GTP hydrolysis	Salmonella PhoP GFP	WT yeast gro inh	WT yeast gro inh mutant strain	West Nile antiviral	RSV CPE inhibition	T cell HTS	T cell HTS vesicle-bound %	SV40 large T antigen	Myeloid diff 2	Myeloid diff 2 GFP+ MAC1+ %	bCat nuc transl	bCat nuc transl cell count 5 µM
33	Fc1ccccc1NC(=S)Nc1cccnc1	5.7%	-1.4%	-12.6	-8.6	-0.3%	-0.5%	i	31.9	1.2%	i	0.1	0.7	1491
34	CCOc1ncccc1C(=O)OCc1ccc(C(=O)OC)cc1	0.5%	0.4%	-5.5	0.6	0.9%	1.8%	i	60.6	-4.5%	?	.	67.9*	153*
35	CN(CC(=O)N1CCCCC1)S(=O)(=O)c1cccc2nsnc12	.	4.7%	.	.	0.1%	-0.5%	i	49.6	1.2%	i	1.8	.	.
36	Cc1ccc(S(=O)(=O)N2CCN(C(=O)COC(=O)c3c(C)noc3C)CC2)c(C)c1	3.9%	-9.4%	.	.	-0.2%	2.1%	i	20.7	22.6%	i	0.4	1.3	1227
37	O=C(OCc1ccc(COC(=O)c2ccccn2)cc1)c1ccccn1	6.3%	-1.4%	6.8	7.8	-0.2%	0.1%	i	43.5	23.4%	i	0.7	1.5	1139
